Growth percent in the NCI-60 one-dose screen (48 h, 10 µM unless noted): 100 = growth as untreated, 0 = no growth, -100 = all killed.
M14 = M14 melanoma. 80,000 compounds, 6.2% hits. AID 1794745
SK-MEL-2 = SK-MEL-2 melanoma. 77,000 compounds, 4.7% hits. AID 1794763
EKVX = EKVX NSCLC; 71,000 compounds, 3% hits
HOP-62 = HOP-62 NSCLC; 80,000 compounds, 3.9% hits
A549/ATCC = A549/ATCC NSCLC | 81,000 compounds, 3.7% hits
SK-MEL-28 = SK-MEL-28 melanoma. 81,000 compounds, 4.1% hits. AID 1794761
SK-MEL-5 = SK-MEL-5 melanoma. 80,000 compounds, 6.4% hits. AID 1794755
HOP-92 = HOP-92 NSCLC cells; 71,000 compounds, 6.3% hits; AID 1794738
Starred values were filed as active, the others as inactive; / = not tested or not shown; & = joins results of further samples. How the source made its calls: active means growth percent below 10; inactive means the rest.

1: NC(Cc1ccc(O)c(O)c1)C(=O)O (stereo unspecified)
2: CC(=O)Nc1ccc(C2NCC(=O)N2O)cc1 (stereo unspecified)
3: C[N+](C)(C)CC(=O)N/N=C/C(O)C(O)C(O)C(O)CO (stereo unspecified)
4: O=C(/C=C\c1ccc(Br)cc1)c1ccccc1
5: O=C1CCCCC(=O)[C@H]2CC3(OCCO3)C(=O)O[C@@H]2CO1
6: ClCCOCCn1cnc2c(Cl)nc(Cl)nc21
7: Brc1ccc2[nH]cc(-c3nc(-c4c[nH]c5ccncc45)cs3)c2c1
8: CCOC(=O)c1c2ncccc2n2c(=O)n(-c3ccccc3Cl)nnc12
assay / entry,1,2,3,4,5,6,7,8
M14,98,100,101,91,101,47,-73*,101
SK-MEL-2,106,89,114,100,124,68,-47*,93
EKVX,100,118,121,98,103,92,-68*,69
HOP-62,99,105,110,92,95,89,-79*,80
A549/ATCC,103,99,103,95,101,61,-78*,97
SK-MEL-28,107,/,116,92,111,73,-96*,114
SK-MEL-5,98,110,114,97,102,52,-44*,95
HOP-92,119,78,80,88,104,/,-34*,87

Reformatted as labelled records: entries from further up.
2	CC(=O)Nc1ccc(C2NCC(=O)N2O)cc1 (stereo unspecified)
  M14 = 100	SK-MEL-2 = 89	EKVX = 118	HOP-62 = 105	A549/ATCC = 99	SK-MEL-28 = /	SK-MEL-5 = 110	HOP-92 = 78

3	C[N+](C)(C)CC(=O)N/N=C/C(O)C(O)C(O)C(O)CO (stereo unspecified)
  M14 = 101	SK-MEL-2 = 114	EKVX = 121	HOP-62 = 110	A549/ATCC = 103	SK-MEL-28 = 116	SK-MEL-5 = 114	HOP-92 = 80

4	O=C(/C=C\c1ccc(Br)cc1)c1ccccc1
  M14 = 91	SK-MEL-2 = 100	EKVX = 98	HOP-62 = 92	A549/ATCC = 95	SK-MEL-28 = 92	SK-MEL-5 = 97	HOP-92 = 88

5	O=C1CCCCC(=O)[C@H]2CC3(OCCO3)C(=O)O[C@@H]2CO1
  M14 = 101	SK-MEL-2 = 124	EKVX = 103	HOP-62 = 95	A549/ATCC = 101	SK-MEL-28 = 111	SK-MEL-5 = 102	HOP-92 = 104

Gathered by group: the entries above containing a Cl atom.
6: ClCCOCCn1cnc2c(Cl)nc(Cl)nc21
8: CCOC(=O)c1c2ncccc2n2c(=O)n(-c3ccccc3Cl)nnc12
assay / entry,6,8
M14,47,101
SK-MEL-2,68,93
EKVX,92,69
HOP-62,89,80
A549/ATCC,61,97
SK-MEL-28,73,114
SK-MEL-5,52,95
HOP-92,/,87

The listing picks up, starting 2 compounds before the break.
7: Brc1ccc2[nH]cc(-c3nc(-c4c[nH]c5ccncc45)cs3)c2c1
8: CCOC(=O)c1c2ncccc2n2c(=O)n(-c3ccccc3Cl)nnc12
9: COc1ccc(NC(=O)Cn2cnc3c2c(=O)n(C)c(=O)n3C)cc1
10: Cc1[nH]c(C(=O)Nc2ccc(C(=O)NCC3CCNCC3)cc2OC(C)C)c(Cl)c1Cl
11: COC(=O)C[C@](O)(CCC(C)C)C(=O)O[C@H]1C(OC)=C[C@@]23CCC(=O)N2CCc2cc4c(cc2[C@@H]13)OCO4
12: S=c1[nH]nc(-c2ccc3c(c2)OCO3)n1-c1cccnc1
13: C[C@]1(CO)O[C@H](n2cc(F)c(N)nc2=O)C[C@@H]1O
14: CCOC(=O)c1nc(-c2cccc(Cl)c2)nc2ccccc12
15: COc1cccc(-c2nn(C(C)(C)C)cc2-c2ccnc(NCCNS(=O)(=O)c3cccc(F)c3)c2)c1
16: O=c1c[n+](Cc2ccc(Cl)cc2)[nH]o1
assay / entry,7,8,9,10,11,12,13,14,15,16
M14,-73*,101,97,62,101,108,97,109,106,103
SK-MEL-2,-47*,93,105,98,102,/,92,108,114,120
EKVX,-68*,69,103,83,112,/,99,99,98,96
HOP-62,-79*,80,98,86,94,108,65,92,98,94
A549/ATCC,-78*,97,92,65,95,100,52,95,102,93
SK-MEL-28,-96*,114,115,84,109,103,99,115,116,104
SK-MEL-5,-44*,95,104,96,99,102,96,101,101,107
HOP-92,-34*,87,91,66,108,92,61,97,110,96

17: Cc1ccccc1NC(=O)c1cccc(NC(=O)CCl)c1
18: Nc1ccc(-c2ccncc2)cc1NC(=O)N1CCCC1
19: O=[N+]([O-])c1ccc2nc[nH]c2c1
20: CCCCC(CC)COC(=O)CSC1=C(C)C(=O)C(OC)=C(OC)C1=O (stereo unspecified)
21: O=C(O)C(c1ccccc1)C1(O)CCC1 (stereo unspecified)
22: c1ccc2[nH]c(CCCCc3nc4ccccc4[nH]3)nc2c1
23: Clc1ccc(-c2cc(-c3cc(-c4ccc(Cl)c(Cl)c4)n[nH]3)[nH]n2)cc1Cl
24: O=C(CCl)N1c2ccccc2Sc2ccc3ccccc3c21
assay / entry,17,18,19,20,21,22,23,24
M14,51,94,95&99,/,109,101,110,-52*
SK-MEL-2,93,88,117&106,110,104,99,118,-25*
EKVX,97,104,109&98,107,105,102,68,/
HOP-62,32,86,97&100,106,106,106,97,-78*
A549/ATCC,59,88,104&104,102,98,/,107,38
SK-MEL-28,71,96,114&109,104,113,113,104,20
SK-MEL-5,44,99,109&110,102,109,105,100,23
HOP-92,70,104,46,99,/,/,104,-78*

Additional structures
Key to letters: A = M14; B = SK-MEL-2; C = EKVX; D = HOP-62; E = A549/ATCC; F = SK-MEL-28; G = SK-MEL-5; H = HOP-92
(25) CCn1cc(C(=O)O)c(=O)c2cc(F)c(N3CCN(C(C)C(=O)Nc4ccc(/C(C)=N\O)cc4)CC3)cc21 (stereo unspecified)
  A: 98	B: 101	C: 105	D: 87	E: 93	F: 105	G: 89	H: 92

(26) COc1ccc(N2C(=O)CC(Nc3ccc(F)cc3)C2=O)c([N+](=O)[O-])c1 (stereo unspecified)
  A: 99	B: 86	C: 104	D: 91	E: 113	F: /	G: 113	H: 81

(27) O=C1/C(=C/c2ccc3cccc(Cl)c3n2)SC(=S)N1CCc1ccc(O)cc1
  A: 91	B: 101	C: 84	D: 87	E: 94	F: 108	G: 96	H: /

(28) CCOC(=O)c1ccc2c(c1)ncn2-c1ccc(NC(=O)Nc2cccc(C)c2)cc1
  A: 64	B: 85	C: 85	D: 82	E: 103	F: 89	G: 83	H: 117

(29) Fc1ccc(Cn2cc(CSc3nc4ccccc4s3)nn2)c(F)c1
  A: 102	B: 96	C: 102	D: 88	E: 88	F: 101	G: 101	H: 81

(30) COc1ccc(-c2nn(-c3cccc(Cl)c3)cc2-c2cc(-c3ccccc3)nc(N)n2)cc1
  A: 53	B: 84	C: 58	D: /	E: 61	F: 84	G: 73	H: 69

(31) CCOC(=O)Nc1ccc(-c2nc(-c3cccc(O)c3)c(-c3ccnc(Br)c3)[nH]2)cc1
  A: 35	B: 34	C: 44	D: 25	E: 16	F: 47	G: 24	H: 38

(32) CC1CCCC(C)N1C(=O)c1ccccc1 (stereo unspecified)
  A: 102	B: 128	C: /	D: /	E: 94	F: 109	G: 102	H: 106

(33) CCN(CC)CCOc1ccc(/C(=C(\C)c2ccc(OC)c(F)c2)c2ccc(Cl)cc2)cc1
  A: /	B: 96	C: 96	D: 78	E: 60	F: 68	G: /	H: 82

(34) COc1ccc(-n2nc(C)c3c(Nc4ccc(NC(=O)Nc5cc(C(F)(F)F)ccc5F)cc4)ncnc32)cc1
  A: -30*	B: 25	C: 24	D: -39*	E: 23	F: 49	G: 46	H: 33

(35) O=c1cc(C2NCCc3c2[nH]c2ccccc32)c2c(ccc3ccccc32)o1 (stereo unspecified)
  A: 65	B: 36	C: 75	D: 82	E: 68	F: 93	G: 76	H: 41

(36) NCCCC[C@@H](N)C[C@H]1O[C@@H](n2cnc3c(N)ncnc32)[C@H](O)[C@@H]1O
  A: 103	B: 102	C: 92	D: 107	E: 95	F: 100	G: 101	H: 117

As entered above.
SK-MEL-28, compound 29 reads 101
SK-MEL-28, compound 33 reads 68

Source: PubChem BioAssay (NCI)
